Bioassay records from PubChem BioAssay.
SIAE primary: inhibitors of human sialic acid acetylesterase SIAE. SIAE FP-Rh probe binding, fluorescence polarization. Q9HAT2. inhibition, % at 9.66 µM. 0.69% of 370,000 active. AID 1053197;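 active = inhibition above a cutoff: mean of compounds within the control limits plus 3 SD of those, cut at about 17% in these data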;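 note: 0% = plate median of compound wells and 100% = probe without SIAE protein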
TCR-CD3 inh: human TCR-CD3 binding inhibition. TAMRA-labeled TCR probe fluorescence, biochemical. inhibition, % at 9.4 µM. 0.37% of 360,000 active. AID 651800; in the data active = inhibition above about 19%;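 note: recombinant mutant TCR 2C K166C tagged with TAMRA read by polarization; 0% = receptor in buffer alone and 100% = receptor with positive control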
MBD2 inh: inhibitors of human MBD2 binding to methylated oligonucleotide; TR-FRET; inhibition, % at 4.4 µM; 0.31% of 370,000 active; AID 686964; in the data active = inhibition above about 13%
Target sequence (Q9UBB5 whole entry, looked up): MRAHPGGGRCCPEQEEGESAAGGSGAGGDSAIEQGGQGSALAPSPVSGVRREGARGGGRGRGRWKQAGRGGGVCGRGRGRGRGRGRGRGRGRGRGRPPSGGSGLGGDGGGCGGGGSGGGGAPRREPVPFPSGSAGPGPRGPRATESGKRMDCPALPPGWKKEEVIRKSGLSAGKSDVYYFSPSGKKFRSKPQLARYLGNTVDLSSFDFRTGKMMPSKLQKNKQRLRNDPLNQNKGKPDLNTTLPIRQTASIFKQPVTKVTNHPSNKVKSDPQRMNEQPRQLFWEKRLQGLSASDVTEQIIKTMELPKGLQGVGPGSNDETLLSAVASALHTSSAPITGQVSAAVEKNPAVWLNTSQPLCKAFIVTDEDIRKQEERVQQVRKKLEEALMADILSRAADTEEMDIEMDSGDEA
LEDGF integ inh: blocks HIV-1 LEDGF/p75-dependent DNA integration; TR-FRET IN-LEDGF/p75 DNA integration, Eu/Cy5; inhibition, % at 3.7 µM; 0.64% of 370,000 active;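 active = inhibition above the screen-wide mean plus 3 SD, cut at about 13% in these data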;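 note: signal is the Cy5 over europium emission ratio at 671 and 618 nm; 0% = plate median of compound wells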
Tn7 DDE FP: inhibitors of Tn7 peptide binding to human fibrin DD(E); inhibition, % at 8.3 µM; FP displacement of FITC-Tn7 peptide from fibrin DD(E); 0% = median of compound wells per plate; 0.13% of 370,000 active; P02675;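 active = inhibition above the mean of compounds falling within the control limits plus 3 SD of them, cut at about 14% in these data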;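 note: 0% = plate median of compound wells and 100% = 10 µM Aha-Tn7 peptide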
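System: human fibrin DD(E); quantity: Fibrin-DD(E) at 2 µM final; also added: fluorescent Tn7 probe at 0.1 µM; compound dosing: single nominal test concentration of 8.3 µM per compound; schedule: 10 min preincubation, 3 h with tracer, room temperature; detection: fluorescence polarization of the labelled Tn7 tracer; repeats: one replicate per compound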
Tn6 DDE FP: DD(E)-Tn6 binding inhibition, primary FP screen | inhibition, % at 8.3 µM | 0.21% of 370,000 active | P02675 | Fibrin DD(E) TRITC-Tn6 fluorescence polarization displacement;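 active = inhibition above a per-campaign cutoff: mean of compounds within control limits plus 3 SD, cut at about 15% in these data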;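 note: 0% = median of all compound wells on the plate and 100% = blocking peptide control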
TDP2 absorb: TDP2 (human) inhibition, absorbance primary screen; O95551; 0.34% of 370,000 active; inhibition, % at 12.8 µM; recombinant TDP2, T5PNP hydrolysis, p-nitrophenol absorbance 415 nm; AID 720702;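 active = inhibition above the mean of all tested compounds plus 3 SD, set per campaign, cut at about 25% in these data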;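 note: 0% = DMSO with enzyme and 100% = buffer with substrate but no TDP2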
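Material: recombinant human TDP2; quantity: TDP2 enzyme at 120 nM final; medium: Tris-HCl pH 7.5 with MgCl2; compound: single concentration, 12.8 µM nominal, with 1% DMSO; incubation: 2 h enzyme incubation at 37 °C; signal: epi absorbance; measure: percent inhibition; benchmarks: high control without enzyme, low control DMSO plus TDP2; repeats: singlicate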
PRMT1 inh: PRMT1 (human) inhibition, primary screen; recombinant PRMT1, activity-based probe fluorescence polarization; 1.3% of 370,000 active; inhibition, % at 2.79 µM;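 active = inhibition above about 21% made by adding two undisclosed values, limit read from the data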
Target sequence (Q99873 whole entry, looked up): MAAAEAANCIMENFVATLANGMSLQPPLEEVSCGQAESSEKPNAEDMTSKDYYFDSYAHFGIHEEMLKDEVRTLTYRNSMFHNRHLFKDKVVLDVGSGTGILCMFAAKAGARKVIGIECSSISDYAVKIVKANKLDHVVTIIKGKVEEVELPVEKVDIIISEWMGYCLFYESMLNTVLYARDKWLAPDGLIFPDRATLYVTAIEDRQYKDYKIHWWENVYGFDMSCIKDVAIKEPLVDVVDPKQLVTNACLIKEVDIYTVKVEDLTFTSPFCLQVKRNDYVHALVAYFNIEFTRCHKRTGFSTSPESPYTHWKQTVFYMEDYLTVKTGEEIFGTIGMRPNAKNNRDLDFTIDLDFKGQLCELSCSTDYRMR
UHRF1 binding: human UHRF1 methylated DNA binding inhibitors; Q96T88; UHRF1 binding to methylated oligo, TR-FRET; inhibition, % at 4.4 µM; 0.75% of 370,000 active; in the data active = inhibition above about 21%;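 note: UHRF1 SRA domain binding a hemimethylated CpG hairpin DNA probe; 0% = median of test compound wells and 100% = reference inhibitor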
KLK7 zymogen act: proKLK7 (human) activation, primary screen. P49862. 0.9% of 370,000 active. purified proKLK7, EDANS-DABCYL substrate fluorescence; 100% is mature enzyme control, 0% vehicle. activation, % at 7 µM;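 active = activation above the mean of all tested compounds plus 3 SD, computed per campaign excluding outliers beyond control limits, cut at about 13% in these data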
Target sequence (P49862 whole entry, looked up): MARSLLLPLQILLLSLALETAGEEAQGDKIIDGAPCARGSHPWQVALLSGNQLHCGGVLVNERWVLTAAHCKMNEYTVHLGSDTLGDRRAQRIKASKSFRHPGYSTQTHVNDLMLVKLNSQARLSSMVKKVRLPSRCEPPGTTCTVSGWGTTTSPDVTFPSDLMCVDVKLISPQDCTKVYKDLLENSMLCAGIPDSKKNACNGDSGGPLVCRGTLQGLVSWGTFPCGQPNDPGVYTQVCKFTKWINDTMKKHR
* marks the source's active call; other numbers are inactive results; x = no result given.

SMILES	SIAE primary	TCR-CD3 inh	MBD2 inh	LEDGF integ inh	Tn7 DDE FP	Tn6 DDE FP	TDP2 absorb	PRMT1 inh	UHRF1 binding	KLK7 zymogen act
CC(C)(S)[C@@H](N)C(=O)O	2	-2	4	0	3	0	1	2	2	-0.5
CCCNC(=O)CCC(NS(=O)(=O)c1ccc(C)cc1)C(=O)NCCC (stereo not drawn)	2	0	1	-2	7	9	0	3	4	0.3
O=C(CNS(=O)(=O)c1cccc2nonc12)NCc1ccc(F)cc1	-3	4	0	0	4	-6	10	-2	0	0.5
C/C(=N\NC(=O)C(N)=O)c1ccc(NC(=O)c2cccs2)cc1	-5	7	6	7	-8	-3	4	-5	-3	-0.8
Cc1csc(=O)n1CCC(=O)OCc1nnc(-c2ccc(Cl)cc2)o1	0	8	2	0	-1	3	14	-3	0	0.2
CC(C)CN(CC(C)C)S(=O)(=O)N1CCC(C(=O)NCc2ccccn2)CC1	-6	0	2	0	-5	7	-3	1	2	0.2
O=C(Cn1c(=O)cnc2ccccc21)Nc1cc(Cl)ccc1N1CCOCC1	3	0	-1	0	-3	4	4	4	-2	0.8
O=C(Nc1ccc(N2CCOCC2)c(F)c1)c1cccs1	3	-2	0	-3	-1	3	3	5	2	-1.1
COCCCNS(=O)(=O)c1ccc2c(c1)CCN2C(C)=O	2	3	-3	1	0	-1	-4	0	-2	0.0
COc1cccc(C(=O)c2c[nH]c(C(=O)NCCCN(C)C)c2)c1	0	5	-2	2	1	3	-11	-3	1	0.4
CCNS(=O)(=O)c1ccc(NC(=O)c2ccccc2)cc1	-4	1	-1	3	2	1	-12	2	4	-0.1
COc1ccc(N2CCN(C(=O)CNC(=O)Cn3cnc4sc(C)c(C)c4c3=O)CC2)cc1	15	7	86*	1	1	10	17	0	0	-0.6
CCC(C)NS(=O)(=O)c1ccc(S(=O)(=O)N(CC(=O)Nc2ccccc2)Cc2ccco2)cc1 (stereo not drawn)	9	-2	-2	9	3	-2	-9	6	-2	1.1
COc1ccc(OC)c(S(=O)(=O)N2CCC(C(=O)Nc3cccc(C)c3)CC2)c1	5	5	-1	-4	-1	6	3	-2	-1	-0.1
COCCSc1nnc(NC(=O)c2ccc(OC)c([N+](=O)[O-])c2)s1	1	-2	1	-4	-3	-3	6	5	4	-0.3
COc1ccc(S(=O)(=O)N2C(=O)/C(=C3\SC(N)=NC3=O)c3ccccc32)cc1	5	5	0	4	3	3	9	0	-1	0.6
COc1cccc(CNC(=O)c2ccc(NC(=O)C3CCCO3)cc2)c1 (stereo not drawn)	0	3	-6	-2	-7	7	-2	-1	0	-0.1
COc1ccccc1C(CNC(=O)C(C)Oc1ccc(Br)cc1)N1CCCC1 (stereo not drawn)	-9	-13	9	3	-1	-4	-11	5	8	-0.1
Cc1cc(C)nc(SC2CCCCC2NS(=O)(=O)c2ccc(Cl)cc2)n1 (stereo not drawn)	-2	-9	2	4	10	7	5	-1	2	0.3
O=C(N/N=C/c1cccc([N+](=O)[O-])c1)c1ccc(CN2CCOCC2)cc1	1	10	1	3	4	1	7	-3	-5	-0.1
O=C(c1cc2cc(F)ccc2[nH]1)N1CCCC(Nc2ccc(F)cc2)C1 (stereo not drawn)	2	0	-1	3	6	3	6	-1	2	0.1
COc1ccc(OCC(=O)NC(=O)c2ccccc2)c([N+](=O)[O-])c1	13	-7	1	-5	-4	3	9	0	0	0.0
CN(CC(=O)NCCc1ccc(S(N)(=O)=O)cc1)CC(=O)Nc1cccc(F)c1	5	-6	-5	4	5	12	-11	-3	2	0.7
Cc1cc(C(=O)OCC(=O)NCc2ccco2)c(C)n1-c1ccccc1	0	2	5	6	10	2	10	3	3	0.5
Cc1ccccc1CN1CCCCC(NC(=O)c2ccc(N(C)C)cc2)C1=O (stereo not drawn)	2	x	-2	1	4	0	1	-2	-3	0.0

Next section
SMILES	SIAE primary	TCR-CD3 inh	MBD2 inh	LEDGF integ inh	Tn7 DDE FP	Tn6 DDE FP	TDP2 absorb	PRMT1 inh	UHRF1 binding	KLK7 zymogen act
C=C1CCN([C@@H](C)C(=O)NCc2ccc(OC)cc2)S(=O)(=O)c2ccccc21	1	-2	1	1	1	4	-3	1	0	-0.2
CCN(CC)CC(=O)Nc1c(C)cc(C(C)(C)C)cc1C	-5	-4	7	1	2	-2	-9	0	4	-0.7
Cc1ccsc1/C=N/NC(=O)c1sccc1C	-2	1	3	1	11	9	-1	-1	-1	0.3
CCC(=O)Nc1nnc(SCc2cccc(F)c2)s1	-2	-6	3	-1	8	12	-1	4	3	-0.6
CCC(=O)Nc1cc2nn(-c3ccc(C)cc3)nc2cc1C	5	5	3	2	-1	-4	-1	-3	-1	0.3
CCOc1ccc(NC(=O)CC(c2ccccc2)c2ccc(F)cc2)cc1 (stereo not drawn)	-1	2	4	-5	7	5	-9	1	3	0.6
Cc1ccc(S(=O)(=O)Nc2nc3ccccc3s2)cc1[N+](=O)[O-]	2	3	1	-3	7	-3	12	2	-2	-0.3
COc1ccc(S(=O)(=O)NNC(=O)C(=O)NNc2ccccn2)cc1	3	-4	-5	-5	3	6	-12	-5	-2	0.7
O=C(Nc1cc(-c2ccccc2)nn1-c1c(Cl)cccc1Cl)c1ccc(F)cc1	-9	-2	-1	0	4	0	4	4	1	-0.3
O=C(CN1CCN(C(=O)c2cncn2-c2ccccc2)CC1)Nc1ccccc1Cl	0	-1	-1	2	-7	-4	3	1	1	0.0
Cc1nc2ccc(NC(=O)c3ccc(F)c(S(=O)(=O)N4CCOCC4)c3)cc2s1	-10	0	-1	0	3	2	-3	-3	-1	-0.1
COc1ccc(C(=O)NC(C)CCc2ccccc2)c(OC)c1 (stereo not drawn)	-1	0	3	4	3	-12	-13	-3	4	-0.2
CCC(=O)Nc1nnc(-c2ccccn2)o1	-2	8	1	0	-8	-6	6	-3	-1	-6.0
CC(=O)N1CCN(S(=O)(=O)c2c(C)n(C)c(=O)n(C)c2=O)CC1	-5	-3	2	3	-5	2	10	-2	3	0.5
OCCCc1nc2ccccc2n1Cc1ccccc1	0	-5	-6	0	0	-2	3	-5	-2	-0.5
c1csc(-c2nc(NCC3CCCO3)c3ccccc3n2)c1 (stereo not drawn)	-6	0	-1	0	9	0	-3	1	-2	0.0
O=C(COc1ccccc1)NNC(=S)NC(=O)c1ccccc1	-1	10	-1	-5	9	-2	-14	9	1	0.1
CCc1ccc(CNC(=O)C2CCCN(S(=O)(=O)N(CC)c3ccccc3)C2)cc1 (stereo not drawn)	-1	2	3	-1	4	-4	-4	3	2	-0.2
Cc1ccc(Nc2nc(NCC3CC3)nc3ccsc23)c(C)c1	2	-3	-1	-2	6	5	-6	1	-1	-0.6
N/C(=N\c1nc(CSc2ccc(Cl)cc2)cc(=O)[nH]1)Nc1ccccc1C(F)(F)F	8	0	0	2	3	0	7	-3	1	0.1
CC(C)CNC(=O)CSc1nnc(-c2ccc(Cl)cc2)n1N	-1	-1	2	6	-7	3	-3	-3	1	-0.5
O=C(NCCN1CCC(n2c(=O)[nH]c3ccccc32)CC1)c1ccc(C(F)(F)F)cc1C(F)(F)F	6	5	-3	-2	-4	2	1	1	0	0.0
Cc1ccccc1C(=O)N1c2ccccc2OCC1C(C)(C)C (stereo not drawn)	0	5	-4	-2	1	7	0	-3	-1	0.4
Cc1ccc(C(=O)C2CCN(CC(=O)Nc3ccc4c(c3)OCCO4)CC2)cc1	3	-9	-2	0	-1	0	5	0	-4	-0.1
Cc1ccccc1-c1cnc2c(c1)C(=O)N([C@H](C)CO)C[C@@H](C)[C@H](CN(C)C(=O)c1ccncc1)O2	2	9	2	-13	6	-5	6	-1	-3	0.1

Brought forward from above: 6 entries, then new ones.
SMILES	SIAE primary	TCR-CD3 inh	MBD2 inh	LEDGF integ inh	Tn7 DDE FP	Tn6 DDE FP	TDP2 absorb	PRMT1 inh	UHRF1 binding	KLK7 zymogen act
N/C(=N\c1nc(CSc2ccc(Cl)cc2)cc(=O)[nH]1)Nc1ccccc1C(F)(F)F	8	0	0	2	3	0	7	-3	1	0.1
CC(C)CNC(=O)CSc1nnc(-c2ccc(Cl)cc2)n1N	-1	-1	2	6	-7	3	-3	-3	1	-0.5
O=C(NCCN1CCC(n2c(=O)[nH]c3ccccc32)CC1)c1ccc(C(F)(F)F)cc1C(F)(F)F	6	5	-3	-2	-4	2	1	1	0	0.0
Cc1ccccc1C(=O)N1c2ccccc2OCC1C(C)(C)C (stereo not drawn)	0	5	-4	-2	1	7	0	-3	-1	0.4
Cc1ccc(C(=O)C2CCN(CC(=O)Nc3ccc4c(c3)OCCO4)CC2)cc1	3	-9	-2	0	-1	0	5	0	-4	-0.1
Cc1ccccc1-c1cnc2c(c1)C(=O)N([C@H](C)CO)C[C@@H](C)[C@H](CN(C)C(=O)c1ccncc1)O2	2	9	2	-13	6	-5	6	-1	-3	0.1
CC(C)CCN1C(=O)c2ccccc2C1C(=O)NCc1cccnc1 (stereo not drawn)	1	12	-7	-3	-4	6	4	0	-2	0.3
Cc1ccc(/C=C2\Oc3cc(OCC(=O)NN)ccc3C2=O)o1	-2	10	3	21*	-3	-2	1	17	2	0.5
COc1cccc(/C=N/NC(=O)CCc2c(C)n[nH]c2C)c1	-3	-6	7	0	2	-9	-4	0	4	0.2
CC1=Nc2nc(N3CCCCC3)c(C#N)c3c4c(nc(c23)N1)N(c1ccc(C(C)C)cc1)C(=O)C4	6	5	2	-1	2	-1	1	7	14	-1.3
Cc1nn(-c2ccccc2)c(C)c1/C=C/C(=O)OC(C)C(=O)Nc1ncc(Cl)cc1Cl (stereo not drawn)	-4	0	2	8	0	0	-12	-1	0	0.3
C=CCN(c1ccccc1OC)S(=O)(=O)c1cccc(C(=O)OCC(=O)N2CCOCC2)c1	2	0	5	-7	-1	-3	-2	1	4	-9.5
Cc1noc(C)c1COC(=O)c1cc(F)c(F)cc1Cl	-1	-2	-2	0	3	-5	-5	1	1	-0.2
Fc1cccc(F)c1-n1c(CN2CCOCC2)csc1=S	3	-1	-5	2	-3	7	-3	0	-1	0.7
Cc1cc(C)n2c(Br)c(CSc3nc4ccccc4s3)nc2n1	-5	1	-5	0	-7	0	3	4	-3	0.7
CC(Sc1nc2ccc(C(=O)c3ccccc3)cc2[nH]1)C(=O)O (stereo not drawn)	3	0	0	1	3	-4	3	-1	-1	0.4
CCC(CC)c1nnc(NC(=O)C2CC(=O)N(c3ccc4c(c3)OCCO4)C2)s1 (stereo not drawn)	6	-8	-2	-4	-2	0	-14	2	7	0.1
Cc1ccc(-c2c3c(nc4sc(C(N)=O)c(N)c24)CCC3)cc1	1	1	-4	-1	1	-8	-9	1	-3	-0.4
Cc1cc(=O)oc2cc(OCC(=O)NCc3ccco3)ccc12	4	3	-2	0	-3	0	-2	3	1	-1.0
C/C(=C\C(=O)C(F)(F)F)Nc1cc(C)cc(C)c1	3	10	1	0	4	-1	-2	-1	-2	0.1
